# KKLEB tox: counter-screen for CF NF-kB inhibitors: cytotoxicity; KKLEB CF airway cells viability, ATPlite luminescence, overnight; active compounds read low; cells stimulated with P. aeruginosa culture filtrate; activity change (cytotoxicity), % at 5 µM; 360,000 tested, 0.36% active;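 active = corrected activity change at or below -50% at 5 µM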
# Shn3 3UTR inh: inhibitors of Schnurri-3 3'UTR reporter in osteoblasts; Clone20 osteoblast Shn3 3'UTR firefly luciferase, 24 h; AID 588674; inhibition, % at 12.5 µM; 360,000 tested, 0.52% active;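 active = mean inhibition of at least 75% with every replicate also reaching 75%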;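 also: 0% = median of neutral control wells and 100% = pilot-screen positive control compound; some compounds past the cut are filed as inactive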
# TROY signal inh: inhibitors of TROY-dependent NF-kB signaling | Q293 LMP1-TROYcd NF-kB luciferase reporter, 4 h | inhibition, % at 10 µM | 360,000 tested, 0.98% active | AID 1347056;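 active = compounds whose plate-normalised and pattern-corrected inhibition of the luciferase reporter signal at the single screening dose is 50% or more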
# CF NFkB inh: inhibitors of cystic fibrosis induced NF-kB; KKLEB NF-kB-GFP reporter, PAF-induced, GFP fluorescence overnight; inhibition, % at 5 µM; 360,000 tested, 0.86% active; AID 588850;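 active = at least 50% inhibition at 5 µM, scaled per plate between neutral and stimulator controls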;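 also: PAF is a Pseudomonas aeruginosa culture filtrate used as stimulus; plate controls were PAF-stimulated DMSO wells for no effect and unstimulated DMSO wells for full effect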
# NR5A2 inv ag: inverse agonists of human LRH-1 (NR5A2); O00482; HEK293T StAR-luciferase reporter, LRH-1 transfected, 24 h; inhibition, % at 3.6 µM; 360,000 tested, 0.13% active; AID 602396;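 active = inhibition above the mean inhibition of all tested compounds plus 3 SD, cut at about 73% in these data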;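 also: 0% = DMSO wells and 100% = reporter-only cells lacking LRH-1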
# Target sequence (O00482 whole entry, looked up): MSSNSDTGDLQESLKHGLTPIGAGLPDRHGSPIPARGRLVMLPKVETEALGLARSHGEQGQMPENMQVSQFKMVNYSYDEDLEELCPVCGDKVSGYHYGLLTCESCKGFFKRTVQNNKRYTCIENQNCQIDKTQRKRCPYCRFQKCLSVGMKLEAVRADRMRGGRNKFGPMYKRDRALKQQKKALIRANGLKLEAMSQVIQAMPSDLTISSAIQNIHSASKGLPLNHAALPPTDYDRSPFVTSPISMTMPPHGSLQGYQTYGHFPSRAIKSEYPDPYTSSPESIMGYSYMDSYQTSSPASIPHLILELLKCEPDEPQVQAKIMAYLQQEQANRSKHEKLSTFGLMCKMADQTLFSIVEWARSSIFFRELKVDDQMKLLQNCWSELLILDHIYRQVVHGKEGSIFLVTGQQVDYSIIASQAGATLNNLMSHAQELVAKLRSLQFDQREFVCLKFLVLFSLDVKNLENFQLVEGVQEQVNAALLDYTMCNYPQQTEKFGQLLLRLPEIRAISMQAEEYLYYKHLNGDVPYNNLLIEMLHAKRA
# TWEAK Fn14 block: TWEAK-Fn14 signaling inhibition | TWEAK-stimulated Fn14 reporter cells, luciferase luminescence, 8 h | inhibition, % at 10 µM | 360,000 tested, 2% active | AID 1159606; in the data active = inhibition above about 50%
# SRC3 inh: inhibitors of human steroid receptor coactivator 3 (SRC3) | Q9Y6Q9 | HEK293 GAL4-SRC3 luciferase reporter, luminescence | inhibition, % at 3.6 µM | 360,000 tested, 0.17% active | AID 588352;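 active = inhibition above a per-campaign cutoff, the mean of all compounds plus 3 SD, cut at about 60% in these data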;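 also: 0% = DMSO-treated cells and 100% = gossypol-treated cells at 36 µM; higher means less SRC3-driven luciferase light from the GAL4 reporter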
# SRC1 inh: human NCOA1 inhibition. 360,000 tested, 0.12% active. AID 588354. Q15788. HEK293 GAL4-SRC1 luciferase reporter, luminescence. inhibition, % at 3.6 µM;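 active = inhibition above the campaign mean plus 3 SD, with each screening campaign given its own cutoff, cut at about 60% in these data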;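 also: 0% = DMSO treated cells and 100% = gossypol at 36 µM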
# C8 TRAIL sens: sensitizes caspase-8 expressing cells to TRAIL | 360,000 tested, 1% active | NB7+C8 cells + TRAIL, ATPlite viability luminescence | inhibition (viability loss, TRAIL sensitization), % at 10 µM | AID 624354;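 active = compounds causing at least 50% loss of cell viability in the single-dose screen, relative to plate controls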
# COUP-TFII inh: blocks human COUP-TFII nuclear receptor; P24468; HEK293T NGFI-A luciferase reporter, luminescence; AID 686940; inhibition, % at 8.6 µM; 370,000 tested, 0.7% active;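 active = inhibition above a per-plate cutoff, mean inhibition of test wells between control levels plus 3 SD, cut at about 38% in these data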;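 also: cells cotransfected with COUP-TFII expression vector driving the NGFI-A reporter; 0% = median of COUP-TF2 test wells and 100% = reporter-only cells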
# Target sequence (P24468 whole entry, looked up): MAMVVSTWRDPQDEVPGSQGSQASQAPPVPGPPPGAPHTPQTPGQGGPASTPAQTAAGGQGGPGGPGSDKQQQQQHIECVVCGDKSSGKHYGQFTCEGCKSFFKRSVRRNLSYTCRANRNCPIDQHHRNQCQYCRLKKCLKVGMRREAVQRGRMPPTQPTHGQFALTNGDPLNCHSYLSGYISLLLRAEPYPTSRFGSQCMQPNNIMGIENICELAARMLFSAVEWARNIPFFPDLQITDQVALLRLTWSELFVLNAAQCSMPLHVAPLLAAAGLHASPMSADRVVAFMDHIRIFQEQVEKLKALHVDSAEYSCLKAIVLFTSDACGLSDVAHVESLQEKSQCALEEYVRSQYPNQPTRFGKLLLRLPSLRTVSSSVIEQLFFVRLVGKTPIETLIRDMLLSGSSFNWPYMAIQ
# LMP1 NFkB inh: Epstein-Barr LMP1 NF-kappaB reporter inhibition. 350,000 tested, 0.69% active. inhibition, % at 12.5 µM. AID 504558. LMP1-induced NF-kappaB luciferase reporter cells, luminescence; in the data active = inhibition above about 41%;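 also: 0% = neutral control wells and 100% = reference inhibitor control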
# Active calls of the source: *; x = no result given.
compound	KKLEB tox	TROY signal inh	SRC3 inh	SRC1 inh	C8 TRAIL sens	NR5A2 inv ag	Shn3 3UTR inh	CF NFkB inh	COUP-TFII inh	LMP1 NFkB inh	TWEAK Fn14 block
O=C(Cn1cnc2c(nnn2-c2ccc(F)cc2)c1=O)N1CCCC1	7	-4	-17	9	-16	0	-28	2	-16	-4	3
O=C(NC1CCCCC1)C(c1ccccc1F)N(Cc1ccco1)C(=O)c1ccccn1 (stereo not given)	-2	-8	-3	0	3	12	-5	9	-1	-9	0
O=C(N[C@H]1C/C=C\C[C@@H](CC(=O)N(CCO)Cc2ccccc2)C(=O)N2CCC[C@H]2COC1=O)OCC1c2ccccc2-c2ccccc21	3	-4	-24	-3	10	-15	11	1	10	-2	-1
Oc1ccc2nnc3c(Br)cnn3c2c1	9	5	3	-14	-17	-12	3	-4	-2	3	13
C=CCN1C(=O)C2C(C(=O)NC3CCCC3)C3(C)C=CC2(O3)C1C(=O)NC1CCCC1 (stereo not given)	-6	-3	0	-11	-12	-4	-8	-23	18	0	5
Cc1nc(-c2ccc(S(=O)(=O)Nc3ccccc3C)cc2)co1	5	1	6	-4	-12	-13	-3	-3	1	6	4
CCn1cc(/C=C(\NC(=O)c2ccccc2Cl)C(=O)NCCN2CCOCC2)c2ccccc21	-4	15	12	-50	18	-3	-22	-17	-3	2	19
COc1ccc(NC(=O)c2cccnc2N2CCCCC2)cc1	0	x	13	5	-4	23	9	-6	4	0	22
O=C(CN(C(=O)CNC(=O)c1ccco1)c1ccc2c(c1)OCO2)NC1CCCCC1	-2	-11	-9	-5	41	4	-8	2	3	10	5
O=C1C2C(C(=O)N1c1ccncc1)C1C=CC2C12CC2 (stereo not given)	-2	23	7	0	-2	-5	0	-13	8	1	7
Cc1cc(=O)n2[nH]c(SCc3ccccc3Cl)nc2n1	-14	-6	-22	-15	11	-9	8	6	-28	4	13
O=C(NNc1nc2c(F)cc(F)cc2s1)C1=COCCO1	7	7	-4	-9	-4	5	-19	7	-2	11	3
O=C(CCc1ccccc1)Nc1nnc(-c2cccs2)o1	-11	-12	-20	-3	16	-21	-14	27	5	-4	4
N#C/C(=C1/CCCCCN1)c1nc2ccccc2s1	0	-39	-34	-8	2	23	-41	-23	-7	-3	-22
N/C(Cc1ccc([N+](=O)[O-])cc1)=N\OC(=O)COc1ccc2ccccc2c1	16	-9	6	2	0	-3	-3	-11	1	1	-2
CSc1nnc2c(n1)OC(c1cccn1C)N(C(C)=O)c1ccccc1-2 (stereo not given)	3	3	-4	7	-20	2	3	-8	-27	1	19
COc1cccc(NC(=O)C(=O)NCCC2CCCCN2S(=O)(=O)c2ccccc2)c1 (stereo not given)	-9	-63	-37	-75	0	-76	-63	-9	-12	-30	6
COc1ccc(N(CC(=O)N2CCCCCC2)S(C)(=O)=O)cc1Cl	0	-6	-1	-7	19	9	-19	16	11	-2	22
Brc1ccc(N/N=C(/N=Nc2nn[nH]n2)c2ccccc2)cc1	-4	-46	63*	16	38	32	70	23	20	58*	28
COCCc1nnc(NC(=O)C(C)C)s1	-23	7	4	0	-5	7	-6	-3	-12	-5	8
CC(OC(=O)CNC(=O)c1ccccc1F)C(=O)Nc1nc(-c2ccccc2)cs1 (stereo not given)	2	-65	-39	-58	5	-109	-109	-12	-31	-30	8
CCOC(=O)C(C)Sc1nc2c(cnn2-c2ccc(C)cc2)c(=O)[nH]1 (stereo not given)	-12	-4	14	4	6	-2	11	12	-3	-10	-32
Cc1ccc([C@@H]2CC=C(C(=O)O)[C@H](c3ccccc3)N2S(=O)(=O)c2ccccc2C)cc1	18	11	2	-1	15	-3	-41	-4	18	3	8
COc1ccc(/C=N\NC(=O)c2ccccc2[N+](=O)[O-])cc1COc1c(F)c(F)c(F)c(F)c1F	-11	10	11	-7	9	2	-18	11	-3	1	-14
Cc1ccc(C)c(-n2sc3ccc(F)cc3c2=O)c1	2	8	18	-19	-3	18	36	28	-1	5	9
COc1ccc(C2/C=C\CN(S(=O)(=O)c3ccc4ccccc4c3)CC(=O)N2Cc2ccc(F)cc2)cc1 (stereo not given)	-2	-4	0	1	2	-3	10	18	-5	-2	5
COc1nc(-c2ccccc2)ccc1-c1noc(-c2ccccc2F)n1	-19	x	-5	-14	-4	-5	-48	15	-10	-11	-11
O=C(/C=C/c1ccc(Br)o1)OCc1ccccc1	4	-42	-2	-1	-2	-3	10	6	-1	4	-4
CCOc1ccc(NC(=O)C2CCN(C(=O)NC3CCCCC3)CC2)cc1	13	19	18	4	6	0	8	-13	0	3	-12
Cc1ccc(C(=O)c2ccccc2C(=O)OCC(=O)Nc2ccc(SC(F)F)cc2)cc1	2	22	18	-12	-10	7	19	-1	9	3	53*
O=C(CN1CC[n+]2c(-c3cccs3)csc21)c1ccc(-c2ccccc2)cc1	4	29	3	-6	3	34	14	-16	23	-14	50
Cn1c(=O)c([N+](=O)[O-])c(N2CCSCC2)c2ccccc21	-22	3	11	1	2	4	11	9	-15	2	-10
CCC(C(=O)NC1CCCC1)N(C(=O)Cn1nnc(-c2ccc(OC)c(OC)c2)n1)C1CCCCC1 (stereo not given)	-2	-4	-8	8	-6	-24	10	-4	23	3	-19
c1ccc(C2=NC(c3ccccc3)N=C(c3ccccc3)N2)cc1	2	11	15	9	2	10	-5	10	1	-4	1
CCOc1cc(S(=O)(=O)N2CCCC2)ccc1Cl	5	-3	-9	-33	14	5	-23	-9	-9	2	1
CCCCN(C(=O)c1ccc2c(c1)OCO2)c1ccccc1	9	11	11	22	7	-9	14	3	3	7	4
CC1(C)CC2CC(C)(CN2C(=O)c2cc(-c3ccc(F)cc3)on2)C1 (stereo not given)	-9	-4	12	-13	1	10	0	18	14	-5	-1
COc1ccc(OCCC(=O)OCC(=O)Nc2cccc(S(=O)(=O)N3CCCCC3)c2)cc1	-18	9	-6	2	2	-6	3	25	-6	3	12
Cn1c(SCC(=O)NC2CCCC2)nnc1-c1ccccn1	-17	-14	6	-2	-3	-29	-35	3	-25	-6	3
O=C1c2ccccc2C(=O)c2c(NCc3cccnc3)cccc21	2	-48	3	-6	7	-17	29	-68	-26	12	-11
COc1ccc(NC(=O)Nc2ccc3c(c2)N(C)C(=O)CS3)cc1Cl	-5	39	9	2	4	14	12	48	2	17	40
Cn1cc(/C=C2\SC(=O)N(c3ccc(O)cc3)C2=O)c2ccccc21	6	14	-44	-12	9	-19	-47	-25	-35	-2	-30
CC(C)CN(C(=O)CCNC(=O)c1ccc(Cl)cc1)c1c(N)n(CC(C)C)c(=O)[nH]c1=O	1	-2	1	12	6	-19	-1	-23	-7	2	7
COc1cccc(C(=O)OCC(=O)Nc2cc(C)on2)c1OC	-2	9	10	9	5	13	-17	-2	0	1	-2
Cn1cccc1CNC1CCCC1	-4	-6	16	-7	-8	5	6	2	-7	-1	-2
CCOc1ccccc1N1Cc2cc(C)c(C)cc2C1	-9	-18	-18	-44	6	-2	-4	11	-13	-8	-13
C/C(=N\NC(=O)COc1cc(C)cc(C)c1)c1cccc(NC(=O)C2CCC2)c1	-36	12	-8	5	3	6	8	9	-8	-5	-5
COc1ccc(-c2csc(Nc3ccccc3)[n+]2CC(O)c2ccc([N+](=O)[O-])cc2)cc1 (stereo not given)	-5	-34	-10	-8	8	-9	14	-9	10	10	3
COc1cccc(CN2CCN(S(=O)(=O)c3ccccc3)CC2)c1OC	-1	-1	12	-5	15	-4	20	0	11	x	-8
N#CC1(NC(=O)CSc2n[nH]c(-c3ccccc3)n2)CCCCC1	8	-16	0	15	-16	0	1	-4	-5	-5	7
CC1(C(=O)NCc2cccc3ccccc23)CCN1Cc1cc2ccccc2o1 (stereo not given)	-29	15	-11	-2	26	-22	23	29	-4	x	13
Cc1nc2ccc(NC(=O)c3ccc(F)c(S(=O)(=O)N4CCOCC4)c3)cc2s1	12	4	2	-11	-4	16	27	5	-8	3	9
CC(C)C[C@@H](CN(C)N=O)N(C[C@H](Cc1ccccc1)N(CCc1ccccc1)N=O)N=O	-17	8	10	9	2	7	15	25	10	3	13
O=C(COc1ccc(Cl)cc1)OCC(=O)c1ccc[nH]1	-2	-9	11	-7	17	9	9	14	15	4	-4
C=CCn1c(SCC(=O)Nc2cccc(S(N)(=O)=O)c2)nnc1C1CCCCC1	-13	3	13	-7	1	-5	-73	28	-9	4	12
COc1ccc(C(=O)COC(=O)Cn2cnc3ccccc3c2=O)c(OC)c1	2	-14	-9	-1	-7	2	-9	4	2	1	-15
CCOC(=O)/C(=C/c1ccccc1)NC(=O)c1ccco1	5	15	10	8	2	-2	9	2	6	-6	1
CCn1nc(C(=O)NNS(=O)(=O)c2ccc(C)cc2)c2ccccc2c1=O	-5	8	2	7	1	13	22	1	12	-5	-3
C/C(=N/Nc1nc(-c2ccc(Cl)cc2)cs1)c1cccs1	5	14	-17	-13	0	23	0	-21	5	-29	-3
Cc1ccc(CCC2C3=C(CCCC3=O)OC3=C2C(=O)CCC3)cc1	-3	-8	-3	5	0	-17	2	-17	8	1	1

# Next section:
compound	KKLEB tox	TROY signal inh	SRC3 inh	SRC1 inh	C8 TRAIL sens	NR5A2 inv ag	Shn3 3UTR inh	CF NFkB inh	COUP-TFII inh	LMP1 NFkB inh	TWEAK Fn14 block
Cc1cc(C)c(NC(=O)Cn2nnc(C(=O)NCCc3ccccc3)c2N)c(C)c1	-7	-3	6	2	-8	14	-14	-5	x	-20	16
Cc1ccccc1C(N)=O	7	2	14	-2	-12	-7	-13	-7	16	-3	31
COc1ccc(O/C(=N\S(=O)(=O)c2ccccc2)c2ccccc2)cc1	-17	-17	18	17	-3	2	-12	8	-26	5	8
CC1(C)Cc2cccc(OCC(=O)NCCOc3ccccc3)c2O1	-6	-6	12	4	-3	-6	6	8	-12	-1	27
O=C(O)CN1C(=O)/C(=C/c2ccc(N3CCCCC3)o2)SC1=S	-6	0	17	-4	10	-1	2	2	12	10	-4
Cc1ccc2[nH]c(=S)cc(C)c2c1	-9	6	-29	-2	26	4	-13	7	-3	5	-2
O=C(CNC(=O)c1ccccc1Br)N/N=C/c1cc(Br)ccc1O	8	-2	30	7	43	14	81	0	11	17	10
CC(C(=O)Nc1cccc(C#N)c1)N(C)CCOc1ccccc1 (stereo not given)	-14	-18	-11	8	-7	19	6	7	19	-8	-3
CN(CC(=O)Nc1ccc(F)cc1)C(=O)COC(=O)C1=COCCO1	2	-14	-3	8	3	-15	-5	-14	8	1	-12
Cc1cc(C)cc(NC(=O)C2(c3cccs3)CCOCC2)c1	11	15	9	-2	11	7	16	-2	7	18	5

# From PubChem BioAssay

# Some of the compounds tested, so the mix of outcomes need not match the whole.
